High-throughput results deposited in PubChem by several laboratories.
NPY Y1 blocker: blocks the human neuropeptide Y Y1 receptor; HEK293-CNG Y1 cells, membrane potential fluorescence; NPY at EC95, then isoproterenol; inhibition, % at 3.6 µM; 200,000 tested, 1% active; AID 1040;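 active means inhibition above the campaign mean inhibition of all tested compounds plus 3 SD, cut at about 20% in these data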;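 further: 0% = DMSO wells given NPY plus isoproterenol and 100% = isoproterenol alone without NPY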
Target sequence (P25929 whole entry, looked up): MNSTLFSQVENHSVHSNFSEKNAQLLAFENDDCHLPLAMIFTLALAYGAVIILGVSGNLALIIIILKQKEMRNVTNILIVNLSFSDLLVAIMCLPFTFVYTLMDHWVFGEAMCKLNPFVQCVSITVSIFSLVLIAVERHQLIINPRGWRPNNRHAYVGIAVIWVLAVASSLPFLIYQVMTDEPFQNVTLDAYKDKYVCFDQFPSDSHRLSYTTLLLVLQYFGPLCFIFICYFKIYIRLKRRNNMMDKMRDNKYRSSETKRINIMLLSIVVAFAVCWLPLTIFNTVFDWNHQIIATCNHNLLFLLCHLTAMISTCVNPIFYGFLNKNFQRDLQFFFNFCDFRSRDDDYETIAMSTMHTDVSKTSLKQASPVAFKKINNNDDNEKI
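Material: Y1- and CNG-channel-expressing HEK293 cells / Probe or stimulus: NPY 25 nM then isoproterenol 1 µM plus Ro 20-1724 25 µM / Doses: 3.6 µM single dose, DMSO 0.4% / Schedule: compound incubation 1 h at room temperature, readout 45 min post-stimulation / Signal: membrane potential fluorescence / Benchmarks: isoproterenol-only wells as full block versus NPY-plus-isoproterenol wells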
TRPML3 ag: activates the human TRPML3 channel | Q8TDD5 | HEK293 TRPML3-YFP, Fluo-8 calcium fluorescence; 100% = the carbachol control signal | activation, % at 3 µM | 220,000 tested, 0.29% active | AID 1448;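 active means activation above its plate's cutoff, the mean activation of the plate's test wells plus 3 SD, cut at about 12% in these data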;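 further: 0% = DMSO only wells and 100% = carbachol wells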
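Test system: HEK293 cells stably carrying human TRPML3-YFP; Doses: single dose, 3 µM final nominal compound, 0.3% DMSO final; Schedule: dye loading 1 h 37 °C then 30 min ambient, 125 s read; Technique: Fluo-8 calcium fluorescence; Benchmarks: high control carbachol 87 µM, low control DMSO.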
CHOP inh: inhibitors of CHOP induction in ER stress response; CHO-K1 CHOP-promoter luciferase, tunicamycin-induced, 15-18 h; inhibition, % at 10 µM; 220,000 tested, 3.8% active;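 active means compounds that reduced the stress-induced luciferase reporter signal by more than about 70% of percent inhibition, limit read from the data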;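 further: 0% = tunicamycin plus vehicle and 100% = wells without tunicamycin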
EP2 mod: EP2 receptor (human) modulation. 260,000 tested, 0.83% active. P43116. EP2-expressing cells, cAMP HTRF FRET, PGE2 co-stimulation. induction, % at 25 µM;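 active means compounds whose cAMP rise, as percent of the full-agonist control response, exceeds 60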;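 further: rat C6 glioma line stably carrying human EP2 under a CMV promoter; the protocol text gives 20 µM as final concentration; 100% = response of wells given 1 µM PGE2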
NPY2 pot ag: potentiates or activates human NPY-Y2 receptor; 220,000 tested, 0.45% active; cells expressing NPY-Y2, potentiator/agonist read-out; AID 1359; P49146; activation, % at 3.6 µM; in the data active means activation above about 27%;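 further: cells stimulated with NPY near EC25 plus isoproterenol at EC100; 0% = vehicle plus submaximal agonist and 100% = vehicle plus saturating agonist; some results beyond the cut were filed as inactive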
Target sequence (P49146 whole entry, looked up): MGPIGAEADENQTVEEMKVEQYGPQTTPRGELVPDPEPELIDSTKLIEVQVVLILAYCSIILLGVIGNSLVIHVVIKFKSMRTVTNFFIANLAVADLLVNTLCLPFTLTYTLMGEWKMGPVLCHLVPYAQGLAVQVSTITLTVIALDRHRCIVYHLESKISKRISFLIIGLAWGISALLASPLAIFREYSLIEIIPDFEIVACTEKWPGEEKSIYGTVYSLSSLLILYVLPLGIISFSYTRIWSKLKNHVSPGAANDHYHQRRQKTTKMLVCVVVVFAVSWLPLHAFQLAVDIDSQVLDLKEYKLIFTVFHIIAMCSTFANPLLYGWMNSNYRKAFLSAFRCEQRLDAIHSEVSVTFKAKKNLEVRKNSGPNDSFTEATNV
S1P4 agonist: activates the human S1P4 receptor; 220,000 tested, 0.35% active; AID 1509; O95977; activation, % at 4.98 µM; S1P4-expressing cell line, agonist reporter assay; in the data active means activation above about 11%;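 further: 0% = DMSO vehicle and 100% = reference agonist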
TRPN1 ag: agonists of zebrafish TRPN1 channel. HEK293 zebrafish TRPN1-YFP, Fluo-8 calcium fluorescence; 100% = response to 87 µM carbachol. 220,000 tested, 0.18% active. activation, % at 3 µM;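 active means activation above its plate's cutoff, the mean activation of test wells on that plate plus 3 SD, cut at about 19% in these data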;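 further: 0% = DMSO alone and 100% = 87 µM carbachol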
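System: zebrafish TRPN1-YFP in HEK293 cells / Dosing: 3 µM single point / Timing: dye loading 1 h at 37 °C, then 30 min room temperature / Signal: Fluo-8 calcium fluorescence, excitation 470-495 nm, emission 515-575 nm / Read-out basis: percent activation from peak over basal fluorescence ratio, control-normalized / Control set: high carbachol 87 µM, low DMSO alone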
NPY-Y1 PAM-ag: potentiates or activates human NPY-Y1 receptor. NPY-Y1 expressing cells, potentiator/agonist activation. activation, % at 3.6 µM. 220,000 tested, 0.37% active. AID 1304; in the data active means activation above about 33%, passing the limit was not always enough;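 further: cells stimulated with NPY at EC10 then isoproterenol at EC100; 0% = low agonist plus stimulus and 100% = saturating agonist plus stimulus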
S1P4 antagonist: blocks the human S1P4 receptor; O95977; S1P4-expressing cells, antagonist mode, reporter read-out; inhibition, % at 4.98 µM; 220,000 tested, 0.26% active; in the data active means inhibition above about 29%;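 further: 0% = wells stimulated with agonist and 100% = vehicle wells without agonist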
Active calls of the source: *; . = not tested or not shown; & = joins results of further samples.

SMILES | NPY Y1 blocker | TRPML3 ag | CHOP inh | EP2 mod | NPY2 pot ag | S1P4 agonist | TRPN1 ag | NPY-Y1 PAM-ag | S1P4 antagonist
O=C(CCc1nnc(Cc2ccc(-c3ccccc3)cc2)o1)NCCc1cccnc1 | 2 | 2.1 | 28 | -34 | -4 | -0.1 | 4.9 | -12 | 5
O=C(OCc1ccccc1)/C(=C/c1ccc(Cl)cc1)NC(=O)c1ccccc1Cl | 8 | 1.2 | 26 | 23 | -6 | -0.5 | 1.5 | -15 | 2
CCOCCCNC(=O)C1CCN(c2cc(C)nc3c(-c4ccc(OC)c(OC)c4)c(C)nn23)CC1 | -3 | 0.6 | 18 | -41 | -48 | 0.7 | 0.5 | -20 | -6
CCOC(=O)CN1NC2(CCC(C)CC2)NC1=S (stereo not drawn) | 6 | 1.0 | -15 | 34 | -5 | 0.5 | 1.2 | 18 | -4
CCCn1c(SCC(=O)NC2CCCCC2C)n[nH]c1=O (stereo not drawn) | -4 | 0.9 | -4 | 10 | -2 | 0.0 | -0.7 | -18 | -15
C#CC(=O)N(c1cccc(OC)c1)C(C(=O)NC1CCCC1)c1cccs1 (stereo not drawn) | -4 | -0.4 | 108* | -60&-18 | 47* | 1.3 | -1.7 | 55* | 30*
Cc1n(-c2ccccc2)c2ccc(Cl)cc2[n+]1CCO | 3 | 0.9 | 33 | -15 | -2 | 2.4 | -0.4 | -6 | -3
Clc1ccc(CSc2nnc3c(n2)[nH]c2ccccc23)cc1 | . | 0.5 | 11 | -11 | -21 | 1.7 | -1.9 | -17 | -3
Cc1cccc(C)c1OCc1nnc(SCC(=O)Nc2ccccc2F)o1 | 6 | 1.3 | 65 | 4 | 0 | 1.9 | 0.2 | -26 | -3
O=C(NC1CCCCC1)N1CCC(n2cnc3ccccc32)CC1 | 2 | 0.1 | -3 | -6 | 14 | -1.9 | -1.1 | -5 | -22
CCCC(=O)OCCNc1cc(SCc2ccco2)c2nonc2c1[N+](=O)[O-] | -2 | 0.0 | 13 | 9 | 2 | 0.5 | -1.4 | 4 | -6
Cc1ccnc(SCc2cc(=O)c(OC(=O)c3cccs3)co2)n1 | 2 | 0.4 | 10 | 10 | -14 | 1.8 | 1.4 | 10 | -5
COc1ccc(C(=O)CN2C(=O)c3ccccc3C2=O)c(OC)c1C | -1 | -1.0 | 51 | 10 | 0 | -2.6 | -2.1 | -19 | -18
CCCCN(C)C(=O)C1CCN(Cc2ccc(OCc3ccccc3)cc2)CC1 | 16 | 0.0 | -2 | -24 | -8 | -3.2 | 1.1 | -11 | -26
CCOc1ccccc1-n1c(N)c(C(N)=O)sc1=S | -3 | 0.4 | 5 | 26 | -12 | -1.7 | 0.3 | -7 | -21
Cc1ccc(S(=O)(=O)N2c3cc(C)ccc3OCC2C(C)(C)C)cc1 (stereo not drawn) | 2 | -0.2 | 37 | 62* | -4 | 0.0 | -0.6 | -29 | -23
C#CCN1C(=O)C(O)(CC(=O)c2ccc(OC)c(OC)c2)c2ccccc21 (stereo not drawn) | -4 | 0.1 | 34 | 16 | 6 | 1.2 | 0.2 | -1 | -12
COc1cccc(N=Nc2c(N)[nH]n3c(=O)cc(-c4ccccc4)nc23)c1 | 4 | -0.6 | 67 | -15 | -7 | 2.4 | -0.9 | -10 | 20
CCO[C@@H]1OC(C(=O)N2CCCCCCC2)=C[C@H](c2csc3ccccc23)[C@H]1CCCO | 4 | 1.4 | 1 | 23 | -27 | 1.3 | 4.2 | -9 | 9
CCOC(=O)c1c(NC(=O)CSc2nncs2)sc(C)c1-c1ccccc1 | 15 | 0.0 | 33 | 47 | 7 | 0.3 | -1.1 | -14 | -19
Cc1nc2ccc(NC(=O)c3sccc3C)cc2s1 | -4 | -0.8 | -14 | -14 | -4 | -0.9 | 0.2 | 7 | -29
Cc1noc(C)c1S(=O)(=O)N1CCCC(C(=O)N2CCN(C3CCCCC3)CC2)C1 (stereo not drawn) | 1 | -0.3 | 5 | 15 | 10 | -1.5 | 0.4 | -5 | -14
CC1(C)C(=O)OC(/C=C\c2ccccc2)C(C)(C)C1=O (stereo not drawn) | -1 | 0.1 | -1 | 13 | 33* | -1.9 | -1.7 | 17 | -3
O=c1[nH]c(SCc2cccc(Cl)c2)nc2ccccc12 | 3 | 0.4 | 38 | 16 | 10 | -0.1 | -0.5 | 10 | -1

One compound at a time (already shown). Order of values: NPY Y1 blocker, TRPML3 ag, CHOP inh, EP2 mod, NPY2 pot ag, S1P4 agonist, TRPN1 ag, NPY-Y1 PAM-ag, S1P4 antagonist
`CCCCN(C)C(=O)C1CCN(Cc2ccc(OCc3ccccc3)cc2)CC1` reads 16, 0.0, -2, -24, -8, -3.2, 1.1, -11, -26
`CC1(C)C(=O)OC(/C=C\c2ccccc2)C(C)(C)C1=O` (stereo not drawn) reads -1, 0.1, -1, 13, 33*, -1.9, -1.7, 17, -3

Continued.
SMILES | NPY Y1 blocker | TRPML3 ag | CHOP inh | EP2 mod | NPY2 pot ag | S1P4 agonist | TRPN1 ag | NPY-Y1 PAM-ag | S1P4 antagonist
CC1CN(C(=O)c2ccc(COc3ccccc3Br)o2)CC(C)O1 (stereo not drawn) | 15 | -0.6 | 12 | -20 | -9 | -1.3 | 0.4 | -1 | -12
COc1ccccc1NC(=O)Nc1ccc(Br)cn1 | 0 | 0.3 | 6 | -4 | 0 | 1.2 | 1.5 | 18 | -5
Cc1nc2ccccc2nc1CN1CCC(CO)(CC2CCCCO2)CC1 (stereo not drawn) | 9 | 0.5 | 20 | -3 | -4 | -1.2 | 0.3 | 4 | -9
Cc1cc(=O)c(C(=O)O)nn1-c1ccccc1 | 1 | 0.3 | 20 | 16 | 11 | 2.2 | 0.2 | 10 | -19
O=C(COC(=O)c1cc(S(=O)(=O)N2CCc3ccccc3C2)ccc1Cl)NCc1ccco1 | -3 | 0.5 | 15 | 1 | -2 | 1.3 | 0.9 | 24 | 7
Cc1ccc(Cc2cnc(NC(=O)CN3CCOCC3)s2)cc1Cl | 0 | 0.1 | 34 | 0&-5 | 3 | 0.4 | 1.3 | -2 | -2
Cc1ccnc(N2CCC(C(=O)NC3CCCCCC3)CC2)n1 | 1 | 1.0 | -6 | -2 | -6 | 0.5 | 0.2 | -7 | 8
CCOC(=O)C1CCN(CC(=O)Nc2ccc(OC)c(Cl)c2)CC1 | 8 | 0.8 | 14 | -12 | -13 | 2.9 | -0.6 | 7 | -7
CCNC(=O)/C(=C\c1ccccc1)NC(=O)/C=C/c1ccccc1 | -3 | 0.6 | -7 | 15 | -6 | 0.3 | 0.3 | -1 | -7
COc1ccc(OC(C)C(=O)NCCC2=CCCCC2)cc1 (stereo not drawn) | 3 | 0.2 | 4 | -13 | -12 | 0.6 | -1.9 | 2 | -8
O=C(NCCNS(=O)(=O)c1cccc(C(F)(F)F)c1)c1cc(OCC(F)(F)F)ccc1OCC(F)(F)F | 5 | 0.1 | 44 | 1 | 5 | -1.3 | 1.4 | 1 | -9
CCCc1cc(NCC2CCCO2)n2c(nc3ccccc32)c1C#N (stereo not drawn) | -2 | 0.0 | -13 | 6 | -4 | 2.8 | -2.0 | -28 | -7
COc1ccc(OCc2cccc(C(=O)NN)c2)cc1 | 7 | 0.2 | 72* | -26 | 0 | 1.1 | -1.2 | -5 | -8
O=C(Nc1ncc2c(n1)-c1ccccc1OC2)c1ccc(Cl)cc1Cl | 8 | 0.5 | 53 | -38 | 0 | 1.0 | 1.6 | 17 | -16
COc1ccc(S(=O)(=O)Nc2nnc(C)s2)cc1 | -1 | 0.1 | 13 | 27 | 4 | 1.5 | -0.2 | -1 | 4
COc1ccccc1NC(=O)CN(C)S(=O)(=O)c1ccc(F)cc1 | -1 | 0.4 | 15 | -12 | -18 | 4.1 | -0.5 | 1 | -15
Cc1cc(-n2c(SCCC#N)nnc2-c2cccnc2)ccc1Cl | 4 | 0.3 | -10 | 40 | 3 | -0.9 | 1.0 | 3 | -1
Cc1cccc(COCC(CC(C)C)N2CCN(C(=O)c3ccc(C(F)(F)F)cc3)CCC2=O)c1 (stereo not drawn) | 13 | -1.1 | 43 | 33 | -4 | -0.2 | -1.1 | -23 | 18
Cn1c(/N=C/c2cccs2)nc2ccccc21 | 2 | 0.2 | -30 | 28 | -10 | -2.5 | 1.8 | 36 | -20
CSc1cccc(NC(=O)CN(C)S(=O)(=O)c2ccc(C)cc2)c1 | 0 | -1.7 | 27 | -8 | 7 | -1.8 | -3.1 | 17 | -10
COc1ccc2c(Cl)c(-c3nnco3)sc2c1 | 3 | 0.1 | 4 | -22 | -25 | -1.7 | 0.2 | -33 | -4
CCOC(=O)N1CCC(Nc2nc(OC)nc(OC)n2)CC1 | -1 | 0.5 | -23 | 24 | 14 | -3.4 | 0.1 | -6 | -4
Cc1ccc(NNC(=O)c2ccno2)c(C)c1 | . | 0.6 | -1 | -4 | 18 | -1.5 | -0.3 | 15 | 2
O=C(CN1CCOCC1)NNC(=S)Nc1ccccc1 | -1 | 1.4 | 14 | 17 | -14 | -1.0 | 1.2 | 2 | -7
CCOC(=O)CNC(=O)c1sc(NC(=O)c2ccccc2)nc1C | -2 | 0.4 | -14 | -4 | 9 | 0.8 | 1.3 | 6 | 2
OCCNCCCOc1ccc(Cl)cc1Br | 11 | 0.7 | -10 | -34 | -7 | -0.6 | 2.4 | 8 | -5
O=C(/C(C=Nc1ccc(Br)cc1)=C(/O)c1ccco1)C(F)(F)F | 3 | 0.1 | 1 | 27 | -6 | 1.1 | 1.3 | 1 | -12
S=C1NC2=C(C(c3ccc(Br)cc3)N1)N1CCC2CC1 (stereo not drawn) | 6 | 1.6 | -3 | -12 | 2 | 0.9 | 1.4 | -2 | -14
O=C(NC1CCCCCCC1)c1cc(-c2ccccn2)nc2ccccc12 | 15 | 0.0 | 20 | -4 | -42 | 1.4 | -2.0 | -46 | 3
CCOC(=O)c1sc(NC(=O)c2cc(-c3ccc(C)cc3)nc3ccccc23)c(C#N)c1C | 1 | 0.1 | 61 | -26 | -12 | -1.7 | 0.0 | -20 | -12
CCOc1cccc(-c2nnc3sc(COc4ccc(Cl)cc4)nn23)c1 | -1 | 0.8 | 66 | -3 | 3 | 0.1 | 2.3 | 10 | -6
S=C1NCN(CCc2ccccc2)CN1Cc1ccccc1 | . | -0.4 | -2 | 11 | -7 | 0.2 | -0.3 | 2 | -10
CCCNC(=O)CCn1c(=S)oc2ccccc21 | . | 1.0 | -8 | -39 | -5 | 0.5 | 2.4 | -4 | 8
CCOC(=O)Cn1c(-c2cccnc2Cl)nc2cc(C)c(C)cc21 | 5 | -0.2 | 7 | 4 | -8 | 2.6 | 1.0 | -2 | -14
Cn1cnnc1-c1cccc(NC(=O)c2cc(F)c(F)cc2Cl)c1 | 8 | 0.6 | 12 | -13 | -1 | 3.7 | 1.8 | 4 | -22

Compounds as they come; any-hit rate near 6.5%.
